HT1080NT lethal = kills 2HG-producing HT-1080-NT fibrosarcoma cells. HT-1080-NT fibrosarcoma viability, CellTiter-Glo ATP luminescence, 48 h. Potency, µM (highest dose often 46.1 µM), without a hit: at the highest dose activity, negative = less viability, usual class: cytotoxic. hit rate 1.6% among 360,000;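 further: NT is the 2HG producing partner of a matched IDH1 knockdown line; 0% = DMSO-treated cells and -100% = media-only wells without cells; nearly all actives have a fitted effect of over 55% in size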
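Read-out is CellTiter-Glo luminescence after 10 minutes at room temperature, following 48 hours' compound treatment of HT-1080-NT cells (750 cells/well, RPMI, 5% FBS, 37 degrees C).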
HEK293 tox = cytotoxicity counter-screen for GLP-1 receptor inverse agonists. HEK293 cAMP-luciferase reporter cells, luminescence, 24 h. Potency, µM (highest dose often 38.3 µM), for the others: at the highest dose activity change, negative = inhibition, hits mostly inhibitors. hit rate 0.13% among 410,000;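 further: loss of luciferase light is scored as toxicity; on the % scale 0 is the no-effect control and ±100 the full control effect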
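Luminescence readout: signal drop marks cytotoxicity. Plated cells grew 12 h at 37 °C, 5% CO2, received 23 nL compound for 24 h, then got luciferase reagent, read after 12 min at RT.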
HT1080 IDH1KD tx = HT-1080 IDH1 knockdown cell toxicity (counter line) | Potency, µM (titrated, usually from 46.1 µM), for inactives: top-dose activity, negative = toxicity, hits mostly cytotoxic | hit rate 2% among 360,000 | HT-1080 IDH1 knockdown viability, ATP luminescence, 48 h;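 further: 0% = DMSO wells and -100% = cell-free medium wells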
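After a 2 h attachment period, IDH1KD HT-1080 cells took pin-transferred compound for 48 h at 37 °C; ATP-based luminescence after 10 min room-temperature reagent incubation reported viability.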
GLP1R ag = GLP-1 receptor (human) agonism; P43220; HEK293 GLP-1R CRE-luciferase, luminescence, 4-6 h; cells express a hypersensitive GLP-1R form; Potency, µM (series often up to 45.6 µM), for inactives: at the highest dose activation, most hits filed as activators; hit rate 0.007% among 380,000; further: % of control where 0% means no effect
Target sequence (P43220 whole entry, looked up): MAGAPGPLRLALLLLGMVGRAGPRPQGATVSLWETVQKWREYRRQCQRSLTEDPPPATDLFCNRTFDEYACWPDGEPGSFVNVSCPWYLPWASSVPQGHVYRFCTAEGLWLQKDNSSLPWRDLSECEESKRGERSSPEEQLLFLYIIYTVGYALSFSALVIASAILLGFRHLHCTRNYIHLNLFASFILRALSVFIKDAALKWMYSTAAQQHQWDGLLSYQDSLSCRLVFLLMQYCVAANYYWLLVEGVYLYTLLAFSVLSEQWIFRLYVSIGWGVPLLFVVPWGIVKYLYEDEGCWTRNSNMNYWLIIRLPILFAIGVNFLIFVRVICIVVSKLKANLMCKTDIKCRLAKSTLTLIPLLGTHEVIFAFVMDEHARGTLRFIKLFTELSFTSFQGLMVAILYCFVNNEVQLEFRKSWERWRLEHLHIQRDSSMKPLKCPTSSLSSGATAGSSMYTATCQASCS
KB-V1 cytotox = kills drug-selected multidrug resistant KB-V1 cells | hit rate 3.4% among 400,000 | Potency, µM (highest dose often 46.1 µM), for the others: at the top dose activity change, negative = cytotoxicity, actives largely listed as cytotoxic | KB-V1 MDR cells viability, CellTiter-Glo, 72 h; further: on the % scale 0 is the no-effect control and ±100 the full control effect; nearly all actives have a fitted effect of over 60% in size
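KB-V1 cells (P-gp-expressing MDR subline of KB-3-1) in phenol-red-free DMEM with 10% FBS were exposed to library compounds over a concentration series for 72 h at 37 degrees C. Viability read by CellTiter-Glo luminescence; concentration-effect curves fitted after normalization.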
SW480 rereplic = DNA re-replication induction in SW480 cells; hit rate 1.8% among 340,000; Potency, µM (top dose mostly 46.1 µM), for inactives: at the top dose re-replication activation, most hits filed as activators; SW480 DNA re-replication, Hoechst DNA content imaging, 48 h; AID 624297; further: % of control where 0% means no effect; nearly all actives have a fitted effect of over 55% in size
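SW480 cells exposed to compounds for 48 hr at 37 C, 5% CO2, then Hoechst-stained 40 min. Nuclear DNA content imaged by fluorescence scanning (405 nm excitation, 500-530 nm emission); re-replication scored as increased high-intensity nuclei.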
KB-3-1 tox = KB-3-1 parental cell cytotoxicity | KB-3-1 viability, CellTiter-Glo ATP luminescence, 72 h | Potency, µM (highest dose often 46.1 µM), inactives show top-dose activity change, negative = cytotoxic, most hits filed as cytotoxic | hit rate 1.4% among 400,000 | AID 1347075; further: on the % scale 0 is the no-effect control and ±100 the full control effect; nearly all actives have a fitted effect of over 60% in size
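Multi-concentration cytotoxicity screen in KB-3-1 cells grown in DMEM lacking phenol red with 10% FBS. After 72 h at 37 °C with compound, ATP-dependent luminescence was recorded.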
TDP-43 yeast inh = inhibitors of TDP-43 toxicity in yeast; hit rate 1.8% among 410,000; AID 652104; TDP-43 expressing yeast growth rescue, BacTiter-Glo, 24 h; Potency, µM (series often up to 46.1 µM), for the others: at the highest dose growth rescue (activation), most hits filed as activators; further: % of control where 0% means no effect; nearly all actives have a fitted effect of over 50% in size
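Yeast cells expressing TDP-43 under galactose induction are exposed to compounds for 24 hr at 30 deg C. BacTiter-Glo luminescence measures growth, so protective compounds score as activators.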
GLP1R inv ag = acts as inverse agonist at human GLP-1 receptor. P43220. HEK293 GLP-1R CRE-luciferase, luminescence, 24 h; GLP-1R form is constitutively active. Potency, µM (doses to about 38.3 µM), without a hit: at the top dose activity change, negative = inhibition, most hits filed as inhibitors. hit rate 1.6% among 410,000; further: on the % scale 0 is the no-effect control and ±100 the full control effect; nearly all actives have a fitted effect of over 55% in size
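Assay principle: reduced luminescence from a cAMP-responsive reporter in HEK293 cells co-expressing a constitutively active GLP-1R. Conditions: 24 hr compound incubation, 37 deg C, 5% CO2.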
* = called active by the depositor; ? = inconclusive; nt = no result given; & = joins results of further samples; [ ] = remark or other dose. The call rests on the fitted dose curve; in most records, active means well fitted curve in the direction sought with a large enough effect; inconclusive means small, poorly fitted or top-dose-only effect, or another doubt; inactive means no such curve, though single readings can be large; an effect the other way counts as inactive or inconclusive. Potency means the concentration at half of the fitted maximal effect.

[1] COc1ccc(CNC2CCSc3ccccc32)cc1OC (stereo not given)
[2] CCn1nnnc1SCC(=O)N1CCOCC1
[3] Cc1ccc2c(CC(=O)N(Cc3ccc(N(C)C)cc3)Cc3ccco3)coc2c1C
[4] Cc1ccccc1Oc1ccc2c(c1)[C@@H]1C[C@H](N(C)C(=O)c3ccco3)[C@H]([C@H](C)O)C(=O)N1CC2
[5] CCCC[C@@H]1C[C@H]1[C@@H](NC(=O)c1ccco1)c1ccc(Cl)cc1
[6] CCOC(=O)Cn1cnc2c(nnn2-c2ccc(OC)cc2)c1=O
[7] OC1CCCN(Cc2cn(Cc3ccccc3)nc2-c2cc3ccccc3o2)C1 (stereo not given)
[8] CCC(Sc1nc2ccccc2c2nc(CCn3c(C)nc4ccccc43)nn12)C(=O)Nc1ccc(F)cc1 (stereo not given)
screen / no.	1	2	3	4	5	6	7	8
GLP1R inv ag	?	13.0%	?	-8.9%	?	7.9%	?	0.9%
HT1080 IDH1KD tx	-5.9%	12.8%	nt	-4.9%	-16.6%	4.4%	?	nt
GLP1R ag	12.9%	-5.5%	nt	11.1%	-2.1%	-16.0%	12.2%	nt
KB-3-1 tox	-1.2%	-3.6%	?	1.1%	1.4%	14.8%	-6.3%	4.0%
SW480 rereplic	-1.9%	-3.8%	nt	nt	?	-6.0%	25.2%	nt
KB-V1 cytotox	-29.9%	5.8%	-1.9%	0.4%	13.5%	-12.0%	0.8%	-5.4%
HEK293 tox	10.6%	-10.5%	15.4%	-6.0%	19.8%	-4.7%	-0.4%	-8.2%
HT1080NT lethal	-20.2%	8.5%	nt	-2.1%	-27.7%	13.9%	-24.5%	nt
TDP-43 yeast inh	10.5%	-8.0%	6.4%	0.0%	-12.1%	-6.2%	-15.0%	19.2%

[9] Cc1nn(-c2ccccc2)c(N2CCCC2)c1/C=N/NC(=O)c1cc2ccccc2cc1O
[10] COc1ccc(Cc2nnc(NC(=O)c3ccc(F)cc3)s2)cc1OC
[11] CCOC(=O)c1cccc(NS(=O)(=O)c2ccc(-c3coc(C)n3)cc2)c1
[12] CN(C)c1ccc(N=C/C=C2/N(C)c3ccccc3C2(C)C)cc1
[13] Cc1ccccc1Cn1nc(C)c(NC(=O)C2c3ccccc3Oc3ccccc32)c1C
[14] O=C(NNC(=O)c1ccc(NC(=O)c2ccccc2)cc1)Nc1ccccc1
[15] Cc1cccc(NC(=O)CN2C(=O)S/C(=C\c3cc(C)n(C)c3C)C2=O)c1
[16] CCOc1ccc(/C=C2\SC(=S)N(Nc3ccccc3)C2=O)cc1OC
screen / no.	9	10	11	12	13	14	15	16
GLP1R inv ag	?	12.5%	-12.9%	?	1.2%	14.6%	-15.0%	5.4%
HT1080 IDH1KD tx	?	1.8%	nt	-10.3%	6.5%	-17.0%	-4.2%	2.1%
GLP1R ag	-4.7%	8.6%	-6.8%	-6.5%	1.8%	-0.9%	-13.4%	11.0%
KB-3-1 tox	?	0.0%	-17.9%	?	20.3%	7.0%	-0.5%	0.5%
SW480 rereplic	?	-0.9%	nt	5.7%	?	4.0%	4.3%	-1.2%
KB-V1 cytotox	-15.2%	2.5%	0.0%	8.7%	-9.5%	8.2%	?	-6.8%
HEK293 tox	25.0%	5.1%	-9.2%	?	-6.6%	2.9%	-16.0%	2.1%
HT1080NT lethal	?	11.7%	nt	-20.7%	-1.0%	-19.9%	-13.2%	14.9%
TDP-43 yeast inh	4.7%	-12.6%	35.5µM*	-8.7%	-16.8%	16.1%	?	14.7%

Arranged by molar mass (smallest number first): part of the list above.
[10] COc1ccc(Cc2nnc(NC(=O)c3ccc(F)cc3)s2)cc1OC
[11] CCOC(=O)c1cccc(NS(=O)(=O)c2ccc(-c3coc(C)n3)cc2)c1
[13] Cc1ccccc1Cn1nc(C)c(NC(=O)C2c3ccccc3Oc3ccccc32)c1C
screen / no.	10	11	13
GLP1R inv ag	12.5%	-12.9%	1.2%
HT1080 IDH1KD tx	1.8%	nt	6.5%
GLP1R ag	8.6%	-6.8%	1.8%
KB-3-1 tox	0.0%	-17.9%	20.3%
SW480 rereplic	-0.9%	nt	?
KB-V1 cytotox	2.5%	0.0%	-9.5%
HEK293 tox	5.1%	-9.2%	-6.6%
HT1080NT lethal	11.7%	nt	-1.0%
TDP-43 yeast inh	-12.6%	35.5µM*	-16.8%

Next part:
[17] CCN(CC)S(=O)(=O)c1ccc2[nH]cc(C(=O)NCCc3ccccc3)c(=O)c2c1
[18] CCCCC(=O)Nc1cc(N(C)C)nc2ccccc12
[19] Cc1cccnc1NC(=O)CNC(=O)c1sc2ccccc2c1Cl
[20] COCCn1c(C)cc(C(=O)COC(=O)CCc2ccc(S(=O)(=O)N3CCOCC3)cc2)c1C
[21] CCOC(=O)N1CCN(CC(=O)Nc2ccccc2C(=O)Nc2ccccc2)CC1
[22] c1ccc(Nc2nc(N3CCCCC3)nc(N3CCNCC3)n2)cc1
[23] CC(=O)N1CCN(CC(=O)Nc2ccccc2C(=O)NCc2ccc(C)cc2)CC1
[24] CCCc1cc(NCCCCO)n2c(nc3ccccc32)c1C#N
screen / no.	17	18	19	20	21	22	23	24
GLP1R inv ag	?	9.8%	31.8%[activator]	-0.2%	4.6%	?	-24.1%	3.7%
HT1080 IDH1KD tx	-13.6%	-10.0%	-0.7%	-0.7%	12.6%	?	6.8%	-13.0%
GLP1R ag	9.0%&-1.8%	2.2%	6.1%	-9.0%	7.7%	6.4%	8.6%	9.7%
KB-3-1 tox	-20.4%&-17.2%	-3.1%	21.1%	1.5%	-0.9%	-6.7%	14.6%	14.3%
SW480 rereplic	-0.9%	-4.1%	1.8%	-15.6%	-9.3%	-3.4%	2.2%	19.5%
KB-V1 cytotox	?	-18.0%	-0.9%	8.7%	-7.2%	20.6µM*	-35.2%	23.1µM*
HEK293 tox	14.5%&1.9%	-11.5%	-28.5%	-12.3%	-14.4%	15.0%	2.3%	166.2%[activator]
HT1080NT lethal	-5.2%	-11.2%	8.9%	-8.7%	15.4%	?	8.7%	-11.0%
TDP-43 yeast inh	-9.8%&14.1%	7.7%	17.9%	11.2%	18.1%	-21.2%	-3.1%	0.5%

[25] COc1ccc2c(c1)[nH]c1c(=O)n(CCN(C)C)cnc12
[26] COc1cccc(=O)c2c(C)oc(C)c12
[27] COc1ccccc1C(=O)NCCC(=O)Nc1ccc(OC(F)(F)F)cc1
[28] CCOc1cccc(-c2nc3c(s2)CCc2onc(-c4cccc([N+](=O)[O-])c4)c2-3)c1
[29] Cc1ccc(CNC(=O)c2cccc(S(C)(=O)=O)c2)cc1
[30] Cc1ccc(NC(=O)CN(C)C(=O)c2n[nH]c(=O)c3ccccc23)cc1
[31] CC(=O)Nc1ccc(-c2csc(NCCc3ccccc3)n2)cc1
[32] CC1c2ccccc2N(NC(=O)Cc2ccccc2)C1C (stereo not given)
screen / no.	25	26	27	28	29	30	31	32
GLP1R inv ag	1.6%	0.4%	?	12.8%	7.4%	4.0%	?	0.7%
HT1080 IDH1KD tx	-7.1%	17.8%	-11.0%	15.3%	-2.0%	-1.3%	-25.7%	6.7%
GLP1R ag	-0.1%	2.0%	14.6%	8.4%	-4.4%	6.7%	?	-3.5%
KB-3-1 tox	6.0%	-17.9%	-6.0%	14.6%	-1.1%	-0.7%	12.4%	6.7%
SW480 rereplic	-9.7%	-4.8%	-4.9%	-5.4%	-3.9%	30.0%	2.6%	-3.0%
KB-V1 cytotox	13.6%	?	-17.8%	-0.5%	-0.9%	-3.4%	12.4%	15.0%
HEK293 tox	16.7%	10.2%	-3.0%	5.0%	-8.5%	8.3%	-21.1%	-7.3%
HT1080NT lethal	-0.1%	20.2%	-3.5%	19.6%	0.2%	2.7%	-24.5%	6.2%
TDP-43 yeast inh	4.3%	-8.0%	-3.7%	-6.6%	-12.7%	-15.8%	23.2%	-5.5%

[33] Cc1ccc(C#N)c(SCc2cc3c(cc2Cl)OCO3)n1
[34] CN(CCC#N)C(=O)COC(=O)c1ccc2c(=O)n3c(nc2c1)CCC3
[35] CC(C)(C)c1ccc(S(=O)(=O)NCc2ccc(C(=O)NCc3ccccn3)cc2)cc1
[36] Cc1ccc(C)c(CSc2nnc(CCN)o2)c1
[37] CCN(C(=O)COC(=O)CNC(=O)c1ccc2ccccc2c1)C1CCS(=O)(=O)C1 (stereo not given)
[38] Cc1ccc(N(C)S(=O)(=O)c2ccc3c(c2)NC(=O)C(C)S3)cc1 (stereo not given)
[39] O=C(CC(=O)NN=C1CCCC1)NCCc1ccccc1
[40] O=C(CNC(c1ccccc1)c1ccccc1)Nc1ccccc1-c1ccccc1
[41] COc1ccc2[nH]c(C)c(C(=O)CN3CCc4cc(OC)c(OC)cc4C3)c2c1
[42] CCCc1cc(=O)c2ccc(OCC(C)=O)cc2o1
[43] Cc1noc(NS(=O)(=O)c2ccc(NC(=O)/C=C/c3ccc(C(C)C)cc3)cc2)c1C
screen / no.	33	34	35	36	37	38	39	40	41	42	43
GLP1R inv ag	-5.3%	-2.8%	-16.1%	0.0%	0.5%	?	11.3%	?	-4.8%	18.7%	-60.9%
HT1080 IDH1KD tx	10.0%	14.4%	2.3%	?	-1.3%	-25.0%	2.5%	-29.0%	?	-2.0%	?
GLP1R ag	27.2%	10.8%	-10.3%	-6.5%	-1.7%	-3.1%	-2.7%	-4.8%	-2.7%	6.1%	-6.0%
KB-3-1 tox	-10.0%	-2.3%	?	-16.6%	-5.4%	-39.1%	12.3%	?	-12.5%	-4.5%	-4.3%
SW480 rereplic	14.0%	-4.3%	-56.0%	?	-35.0%[inhibitor]	-1.5%	-4.2%	2.8%	27.1%	-11.5%	17.9%
KB-V1 cytotox	-3.7%	-0.4%	-15.1%	-3.1%	5.7%	-22.2%	1.8%	14.6µM*	0.0%	4.2%	13.0%
HEK293 tox	26.9%	3.8%	9.9%	-28.3%	20.4%	1.6%	0.5%	5.1%	-6.4%	2.8%	-13.5%
HT1080NT lethal	2.8%	18.4%	-1.5%	-7.8%	-5.8%	?	-6.6%	-17.3%	-29.4%	-6.6%	-26.1%
TDP-43 yeast inh	-19.0%	4.4%	7.1%	-3.5%	-1.4%	7.2%	9.6%	22.9%	-24.3%	23.0%	-2.0%
